Compound activity deposited in PubChem by several laboratories.
LYP inhibition = inhibitors of LYP phosphatase, biochemical, fluorescence intensity, uHTS (AID 1779) | recombinant LYP phosphatase, fluorescence intensity; higher % means a stronger effect | inhibition, % at 11.5 µM; hits with a dose series show IC50 in µM | 290,000 compounds, 0.054% hits; in the data active = inhibition above about 50%;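 also: plate controls were vehicle with enzyme for no effect and no enzyme for full effect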
Myeloid diff 2 = myeloid differentiation induction; 360,000 compounds, 1% hits; ER-HoxA9 myeloid progenitors, lysozyme-GFP differentiation, flow cytometry; AID 624256; calls only at 10 µM;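 active = normalized GFP-positive differentiation at or above the plate's own cutoff, the solvent-only control mean plus 3 SD; inconclusive = no clear call, values can overlap the other calls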;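 also: cells exposed to compound for four days before flow analysis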
M1AAP inhibition = P. falciparum M1AAP inhibitors, biochemical, fluorogenic H-Leu-NHMec substrate, 1536-well (AID 1445). recombinant M1AAP, H-Leu-NHMec fluorogenic kinetic assay; higher % means a stronger effect. 220,000 compounds, 0.42% hits. inhibition, % at 30 µM, or IC50 in µM where a hit was titrated;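 active = primary inhibition above the hit cutoff, then over 50% inhibition at one or more dose response concentrations, cut at about 23% in these data, passing the limit was not always enough; inconclusive = conflicting primary data, or primary hits not chosen for dose response; inactive = low primary inhibition, or under 50% at every dose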;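 also: plate controls were DMSO full reaction for no effect and no enzyme background for full effect; strong numbers were not always called active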
M17LAP inhibition = P. falciparum M17LAP inhibitors, primary screen, biochemical, fluorogenic H-Leu-NHMec substrate, 1536-well (AID 1619); recombinant M17LAP, H-Leu-NHMec fluorogenic kinetic assay; higher % means a stronger effect; one-dose inhibition, % at 30 µM; IC50 in µM for titrated hits; 220,000 compounds, 0.38% hits;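 active = compound inhibiting the enzyme by more than half at any dose during confirmatory dose-response retesting; inconclusive = strong single-dose inhibitors picked by rank but not retested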;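 also: plate controls were full reaction with DMSO carrier for no effect and no enzyme background for full effect; strong numbers were not always called active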
Myeloid diff 2 GFP+ MAC1+ % = further read-out of Myeloid diff 2, marked with its call; GFP+ MAC1+ double positive, %; measured here: differentiation confirmed by MAC1 staining
* hit, by the source's call; i = inactive; ? = inconclusive; nt = no result given. Some of the compounds tested; rates above refer to the full screens.

SMILES	LYP inhibition	Myeloid diff 2	Myeloid diff 2 GFP+ MAC1+ %	M1AAP inhibition	M17LAP inhibition
Cc1ncccc1C(=O)N1CCCC(CCC(=O)N2CCN(c3ccccn3)CC2)C1 (configuration not stated)	-12%	i	2.1	nt	nt
C/C(=N\NC(=O)Cc1ccc(O)cc1)c1cccnc1	-12%	i	0.5	nt	nt
Cc1oc2c(CN3CCCCC3)c(O)ccc2c(=O)c1-c1ccc(Cl)cc1	-5%	i	0.5	nt	nt
O=C(NOC(=O)c1c(F)cccc1Cl)c1ccc(Cl)c(Cl)c1	-8%	i	0.4	nt	nt
CC(C)(C)Cc1nnc(NC(=O)c2ccco2)s1	-7%	i	0.4	nt	nt
O=C(CCn1c(=O)oc2ccc(Cl)cc21)N1CCN(Cc2ccccc2)CC1	-8%	i	0.3	nt	nt
COCc1cc(CN2CCN(CCc3ccccc3)C(CCO)C2)ccc1OC (configuration not stated)	-8%	i	0.4	nt	nt
CSc1ccc(S(=O)(=O)N2CCC(C(=O)NCCN3CCOCC3)CC2)cc1	-16%	i	0.8	nt	nt
Cc1cccc(N2CCN(S(=O)(=O)c3ccc(-c4ccc(=O)[nH]n4)o3)CC2)c1C	-2%	i	0.1	nt	nt
Cc1ccn2cc(CCNS(=O)(=O)c3ccc4ccccc4c3)nc2c1	-6%	i	0.0	nt	nt

Some of the entries so far, as a markdown table.
| Molecule | LYP inhibition | Myeloid diff 2 | Myeloid diff 2 GFP+ MAC1+ % | M1AAP inhibition | M17LAP inhibition |
| --- | --- | --- | --- | --- | --- |
| O=C(NOC(=O)c1c(F)cccc1Cl)c1ccc(Cl)c(Cl)c1 | -8% | i | 0.4 | nt | nt |
| COCc1cc(CN2CCN(CCc3ccccc3)C(CCO)C2)ccc1OC (configuration not stated) | -8% | i | 0.4 | nt | nt |
| CSc1ccc(S(=O)(=O)N2CCC(C(=O)NCCN3CCOCC3)CC2)cc1 | -16% | i | 0.8 | nt | nt |
| Cc1oc2c(CN3CCCCC3)c(O)ccc2c(=O)c1-c1ccc(Cl)cc1 | -5% | i | 0.5 | nt | nt |
| Cc1ncccc1C(=O)N1CCCC(CCC(=O)N2CCN(c3ccccn3)CC2)C1 (configuration not stated) | -12% | i | 2.1 | nt | nt |
| C/C(=N\NC(=O)Cc1ccc(O)cc1)c1cccnc1 | -12% | i | 0.5 | nt | nt |

(listing goes on)
SMILES	LYP inhibition	Myeloid diff 2	Myeloid diff 2 GFP+ MAC1+ %	M1AAP inhibition	M17LAP inhibition
COc1cccc(NC(=O)NNC(=O)CN2C(=O)COc3ccccc32)c1	-13%	i	1.2	nt	nt
Cc1ccc(/C(O)=C2/C(=O)C(=O)N(c3ccccn3)C2c2ccc(F)cc2)cc1 (configuration not stated)	-10%	i	0.2	nt	nt
COc1ccc(-c2nc(CN3CCC(C(=O)NC4CCN(Cc5ccccc5)CC4)CC3)c(C)o2)cc1OC	-14%	i	0.0	nt	nt
COc1ccccc1N1CCN(C(=O)c2cc3c(s2)CCCCC3)CC1	-1%	i	0.6	nt	nt
CCCCn1c(N)c(N(CC)C(=O)CSCc2c(C)noc2C)c(=O)[nH]c1=O	-11%	i	3.3	nt	nt
COc1ccccc1/C=C1\N=C(C(C)(C)C)OC1=O	-8%	i	3.1	nt	nt
O=C(Nc1ccccc1C(=O)NCCCN1CCOCC1)c1ccc(F)cc1	-10%	i	4.2	nt	nt
O=C1CC(C(=O)N2CCCc3ccccc32)CN1c1ccc(Cl)cc1 (configuration not stated)	0%	i	1.3	nt	nt
COc1ccc(C2(CNC(=O)c3ccc(N)cc3)CCCC2)cc1	-12%	i	0.7	nt	nt
CCOc1ccccc1C(=O)NCC(=O)N(C)Cc1cccnc1	-9%	?	nt	nt	nt
COc1cc(CC(=O)NC(c2ccccc2)c2ccccc2)cc(OC)c1OC	-7%	i	0.4	nt	nt
Cc1ccc(N(C(=O)CNC(=O)c2ccco2)C(C(=O)NC2CCCCC2)c2cccnc2)c(C)c1 (configuration not stated)	-12%	i	0.0	nt	nt
CC(C)NC(=O)N1CCC(c2nc3ccccc3s2)CC1	-5%	i	0.7	nt	nt
CCN(CC)S(=O)(=O)c1ccc(N/N=C(\C)c2ccc(OC)cc2O)nc1	0%	?	nt	nt	nt
COc1ccc(CC(=O)NCc2ccccc2Cl)cc1S(=O)(=O)N1CCOCC1	nt	i	0.7	2%	7%
Cc1ccc(S(=O)(=O)n2nc(OC(=O)c3ccco3)cc2N)cc1	nt	i	0.9	8%	-3%
CCC(CC)c1nnc(NC(=O)CS(=O)(=O)Cc2ccccc2)s1	nt	i	1.1	8%	23%
CCOC(=O)c1cc(C#N)c(SCc2ccc(C#N)cc2)nc1C	nt	i	0.5	3%	8%
COc1ccc(C(=O)Nn2cnc3scc(-c4cccs4)c3c2=O)c(O)c1	nt	i	7.1	11%	22%
CCCn1nc(C(=O)N2CC(=O)Nc3ccccc32)c2ccccc2c1=O	nt	i	1.1	2%	5%
NC(=O)N1CC(O)CC1C(=O)Nc1ccc(Cl)c(Cl)c1 (configuration not stated)	nt	i	1.0	7%	-6%
Cc1ccc(/C=N/NC(=O)CC2N=C(Cc3ccccc3)NNC2=O)cc1 (configuration not stated)	nt	i	0.8	4%	4%
CCOC(=O)c1nn(-c2ccc3c(c2)OCO3)cc1O	nt	i	0.5	4%	-7%
Cc1cc(C)cc(CC2CC(=O)N(c3nc(C)cc(C)n3)C2=O)c1 (configuration not stated)	nt	i	0.5	6%	-4%
Cc1ccc(-n2nc(C(=O)c3ccccc3)n3c(=O)c(Cc4ccccc4)nnc23)cc1	nt	i	1.0	0%	18%
CCOC(=O)c1ccc2c(c1)nc(C)n2CC	nt	i	0.6	-5%	-8%
CC1CCN(Cc2nc(-c3ccccc3)no2)CC1	nt	i	0.9	10%	15%
CC(C)Cn1c(N)c(C(=O)COC(=O)C2=COCCO2)c(=O)n(C)c1=O	nt	i	1.4	2%	5%
CN(C(=O)c1ccno1)c1nnc(-c2ccccn2)s1	nt	i	1.9	1%	-21%
Nc1nc2ccccc2n1/N=C/c1cccnc1	nt	i	0.9	12%	4%

7 entries from above, with bars between the fields:
Structure | LYP inhibition | Myeloid diff 2 | Myeloid diff 2 GFP+ MAC1+ % | M1AAP inhibition | M17LAP inhibition
Cc1ccc(-n2nc(C(=O)c3ccccc3)n3c(=O)c(Cc4ccccc4)nnc23)cc1 | nt | i | 1.0 | 0% | 18%
Cc1ccc(/C=N/NC(=O)CC2N=C(Cc3ccccc3)NNC2=O)cc1 (configuration not stated) | nt | i | 0.8 | 4% | 4%
CN(C(=O)c1ccno1)c1nnc(-c2ccccn2)s1 | nt | i | 1.9 | 1% | -21%
CCOC(=O)c1nn(-c2ccc3c(c2)OCO3)cc1O | nt | i | 0.5 | 4% | -7%
CC(C)Cn1c(N)c(C(=O)COC(=O)C2=COCCO2)c(=O)n(C)c1=O | nt | i | 1.4 | 2% | 5%
Nc1nc2ccccc2n1/N=C/c1cccnc1 | nt | i | 0.9 | 12% | 4%
CC1CCN(Cc2nc(-c3ccccc3)no2)CC1 | nt | i | 0.9 | 10% | 15%

Further records:
SMILES	LYP inhibition	Myeloid diff 2	Myeloid diff 2 GFP+ MAC1+ %	M1AAP inhibition	M17LAP inhibition
O=C(CCn1c(=O)oc2ccccc21)N(Cc1ccccc1)c1ccccn1	nt	i	0.7	4%	15%
Cc1cc(C(=O)CSc2nnc(-c3cccnc3)n2-c2ccccc2F)c(C)n1C	nt	i	0.8	12%	2%
O=C(COc1ncnc2ccccc12)NC(=O)NCc1ccccc1	nt	i	2.3	-8%	-3%
Nc1nc(-c2cccnc2)nn1S(=O)(=O)c1ccccc1	nt	i	0.9	3%	21%
COc1ccc(/C=N\NC(=S)SCN2C(=O)C3CCC(C)(C2=O)C3(C)C)cc1 (configuration not stated)	nt	i	3.8	-2%	1%
Cc1ccc(Nc2nc(N)nc(CN3CCC(C)CC3)n2)c(C)c1	nt	i	0.3	0%	19%
Cc1cc(C(=O)Cn2nnc(-c3ccc(Cl)cc3)n2)c(C)n1CC1CCCO1 (configuration not stated)	nt	i	0.9	2%	1%
